Screens (PubChem)
EPAC1 ag: qHTS for Agonist of cAMP-regulated guanine nucleotide exchange factor 3 (EPAC1): primary screen. Rap guanine nucleotide exchange factor 3 (Homo sapiens), O95398. EPAC1 agonist qHTS, biochemical assay; response scale: 100% = response to 6.5 mM cAMP. 360,000 compounds, 0.073% hits. Potency, µM (top dose mostly 154 µM), without a hit: top-dose activation, actives largely listed as activators; note: potency is the fitted concentration of half-maximal effect; nearly all actives have a fitted effect of over 60% in size
Target sequence (O95398 whole entry, looked up): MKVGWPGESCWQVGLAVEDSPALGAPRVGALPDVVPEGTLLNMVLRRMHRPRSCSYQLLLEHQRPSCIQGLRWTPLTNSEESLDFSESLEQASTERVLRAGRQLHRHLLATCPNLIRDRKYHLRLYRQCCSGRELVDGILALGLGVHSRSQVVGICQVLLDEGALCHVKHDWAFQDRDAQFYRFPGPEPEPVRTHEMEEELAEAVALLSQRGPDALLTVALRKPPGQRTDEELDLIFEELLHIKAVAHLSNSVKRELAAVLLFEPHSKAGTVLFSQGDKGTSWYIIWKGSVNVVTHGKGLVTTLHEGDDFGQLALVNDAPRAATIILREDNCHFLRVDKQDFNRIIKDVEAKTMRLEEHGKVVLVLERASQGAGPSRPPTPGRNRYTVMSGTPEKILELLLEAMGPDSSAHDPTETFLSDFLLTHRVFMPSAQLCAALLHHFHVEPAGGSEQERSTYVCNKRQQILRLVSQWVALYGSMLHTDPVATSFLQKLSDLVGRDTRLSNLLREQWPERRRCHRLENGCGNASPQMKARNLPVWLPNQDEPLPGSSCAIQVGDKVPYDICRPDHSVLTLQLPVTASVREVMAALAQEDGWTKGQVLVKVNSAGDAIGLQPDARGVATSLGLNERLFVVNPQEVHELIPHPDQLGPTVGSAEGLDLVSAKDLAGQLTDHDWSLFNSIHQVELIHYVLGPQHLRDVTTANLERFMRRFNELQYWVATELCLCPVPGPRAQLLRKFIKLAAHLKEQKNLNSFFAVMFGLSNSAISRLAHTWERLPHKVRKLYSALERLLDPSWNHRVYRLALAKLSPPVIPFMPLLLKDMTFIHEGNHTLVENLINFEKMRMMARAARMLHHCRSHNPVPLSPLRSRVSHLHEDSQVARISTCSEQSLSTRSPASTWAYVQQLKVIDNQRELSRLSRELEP
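Compounds were pinned as a concentration titration into mixtures of EPAC1 (100 nM), BODIPY-GDP-loaded Rap1B (250 nM) and GDP (50 uM). After 5 min at room temperature, fluorescence was followed for 30 min; activity was scaled to 6.5 mM cAMP.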
PI5P4K alpha inh: qHTS for Inhibitors of phosphatidylinositol 5-phosphate 4-kinase (PI5P4K); Phosphatidylinositol 5-phosphate 4-kinase type-2 alpha (Homo sapiens), P48426; PI5P4Kalpha enzyme, ADP-Glo luminescence, 60 min; stronger effect = lower value; max response, %; 330,000 compounds, 1.2% hits; AID 652105, 2013; active = max response of -50% or lower; inconclusive = between -30% and -50%; inactive = -30% or higher; note: value at the top dose of about 77 µM; % is set by controls: 0 for no effect and ±100 for the full control effect
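Luminescence from ADP-Glo served as readout of PI5P4Kalpha activity in a qHTS format. Reaction: enzyme, substrate, compound, ATP at 5 microM final, 60 min at RT.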
aSyn yeast inh: qHTS of alpha-syn Inhibitors. Yeast expressing alpha-synuclein, growth rescue, BacTiter-Glo, 24 h. Potency, µM (doses to about 46.1 µM), for the others: at the top dose growth rescue (activation), most hits filed as activators. 370,000 compounds, 0.14% hits; note: potency is the fitted concentration of half-maximal effect; % of control where 0% means no effect; nearly all actives have a fitted effect of over 65% in size
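Readout is rescue of growth in alpha-synuclein-expressing yeast, so inhibitors of toxicity appear as activators. Growth after 24 hr at 30 deg C in galactose medium is quantified by luminescence.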
WRN helicase inh: qHTS for Inhibitors of WRN Helicase | Potency, µM (top dose mostly 114 µM), inactives show top-dose activity change, negative = inhibition, usual class: inhibitors | Bifunctional 3'-5' exonuclease/ATP-dependent helicase WRN (Homo sapiens), Q14191 | AID 651768, 2012 | WRN helicase unwinding, fluorescent forked duplex, kinetic | 360,000 compounds, 0.46% hits; note: potency is the fitted concentration of half-maximal effect; % is set by controls: 0 for no effect and ±100 for the full control effect; nearly all actives have a fitted effect of over 55% in size
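Screening of the MLSMR collection measured strand separation of a quenched forked DNA duplex (100 nM) by 20 nM WRN with 2 mM ATP, all final. Compounds were preincubated with enzyme 15 min at room temperature.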
EPAC1 antagonist: qHTS for Antagonist of cAMP-regulated guanine nucleotide exchange factor 3 (EPAC1): primary screen; Rap guanine nucleotide exchange factor 3 (Homo sapiens), O95398; EPAC1 GEF assay, Rap1b-BODIPY-GDP exchange fluorescence; Potency, µM (series often up to 115 µM), for inactives: top-dose activity change, negative = inhibition, usual class: inhibitors; 360,000 compounds, 0.14% hits; AID 720709, 2013;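 note: potency is the fitted concentration of half-maximal effect; plate controls were vehicle for no effect and positive control for full effect; nearly all actives have a fitted effect of over 50% in size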
FUS yeast rescue: qHTS for Suppressors of FUS Proteinopathy: Primary screen using FUS-linked yeast assay. 390,000 compounds, 0.24% hits. Potency, µM (doses to about 76.6 µM), for inactives: at the highest dose growth rescue (activation), usual class: activators. AID 1347120, 2019. S. cerevisiae FUS-expressing, growth rescue, OD600, 24 h;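 note: potency is the fitted concentration of half-maximal effect; plate controls were DMSO vehicle for no effect and reference control for full effect; nearly all actives have a fitted effect of over 55% in size; some results filed as inactive show a strong effect at the top dose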
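Restored growth of FUS-toxic S. cerevisiae, read as 600 nm absorbance after 24 h at 30C in galactose medium (starting OD 0.005). Controls CP55940 and DMSO.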
PLK1 PBD inh: qHTS for Inhibitors of PLK1-PDB (polo-like kinase 1 - polo-box domain): Primary Screen. Potency, µM, without a hit: max response, negative = inhibition, hits mostly inhibitors. Serine/threonine-protein kinase PLK1 (Homo sapiens), P53350. 360,000 compounds, 2.8% hits. Plk1 PBD binding of FITC phosphopeptide, fluorescence polarization; note: potency is the fitted concentration of half-maximal effect; series mostly up to about 57 µM; % is set by controls: 0 for no effect and ±100 for the full control effect; nearly all actives have a fitted effect of over 65% in size
Abeta yeast res: qHTS for compounds that reverse cellular toxicity of Amyloid beta (A-beta) peptide in yeast: Primary Screen | yeast expressing A-beta42, growth rescue, OD600, 48 h; response scale: 0% DMSO, 100% iron-clioquinol control | Potency, µM (highest dose often 46.1 µM), inactives show at the highest dose growth rescue, most hits filed as activators | 410,000 compounds, 0.063% hits; note: potency is the fitted concentration of half-maximal effect; nearly all actives have a fitted effect of over 55% in size
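Growth rescue measured by 600 nm absorbance after 48 h yeast culture at 30 C with compound. Values normalized between DMSO and an equimolar ferric chloride plus clioquinol control.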
IL-2 act: qHTS of IL-2 Activators; AID 652025, 2013; 360,000 compounds, 0.065% hits; IL-2 activation reporter assay, cell-based qHTS; stimulated with anti-CD3/CD4/CD28 beads; in transgenic mouse T cells; activation, % (series mostly up to about 46 µM); in the data active = activation above about 50%; inconclusive = mostly about 30% to 49%; note: 0% is about no effect
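Screening format: compound pinned onto unstimulated transgenic mouse T cells, 60 min incubation, then anti-CD3/anti-CD4/anti-CD28 bead stimulation for 18 hours at 37 degrees C, followed by EGFP and DsRed detection.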
The depositor's hits bear a star; ? = inconclusive; . = no result given; [ ] = another dose, or the depositor's remark. Unless noted, calls come from the whole dose curve; as a rule, active = well fitted curve in the direction sought with a large enough effect; inconclusive = small, poorly fitted or top-dose-only effect, or another doubt; inactive = no such curve, though single readings can be large; an effect the other way counts as inactive or inconclusive.

SMILES	EPAC1 ag	PI5P4K alpha inh	aSyn yeast inh	WRN helicase inh	EPAC1 antagonist	FUS yeast rescue	PLK1 PBD inh	Abeta yeast res	IL-2 act
COc1ccc(S(=O)(=O)NCCN2CCOCC2)cc1Br	5%	-3	0%	-5%	-13%	-16%	-16%	-1%	-0.4
O=C(Nc1ccc(O)c(-c2nc3ccccc3o2)c1)C1(c2ccc(Cl)cc2)CCCC1	-1%	1	-4%	-2%	-7%	-27%	-8%	5%	2.2
CC(C(=O)N1CCCC1)N1CCN(c2ccccc2O)CC1 (stereo not drawn)	10%	-8	2%	-2%	9%	5%	10%	0%	-1.0
CCNc1oc(/C=C/c2ccc(OCC)cc2)nc1C#N	7%	9	-1%	-1%	-4%	-7%	-9%	27%	-1.1
CCOC(=O)[C@]12CCCC=C1N(CCC1=CCCCC1)C(=O)[C@H](CC(=O)N1CCC(c3ccccc3)CC1)C2	-2%	0	8%	2%	-1%	37%	1%	7%	2.0
COC(=O)c1[nH]c2ccc(Cl)cc2c1NC(=O)CN1CCC(C(N)=O)CC1	-6%	21	-11%	-3%	8%	15%	-1%	-1%	0.6
O=C(O)c1cccc2c1C(=O)N(c1ccccc1)C2	-1%	4	-8%	10%	-14%	7%	-8%	-35%[inhibitor]	-0.6
C=CCN(c1ccccc1OC)S(=O)(=O)c1cccc(C(=O)NCc2cccs2)c1	4%	1	1%	?	-5%	24%	-20%	4%	-0.4
CN1CCN(CCCCC(=O)c2ccccc2)CC1	4%	-9	-19%	5%[57.1 µM]	12%	-21%	-8%	10%	1.8
Cn1c(SCc2ccccn2)nnc1-c1cnccn1	-6%	.	-14%	8%	9%	13%	3%	14%	-0.5
c1ccc(CSc2nnc(Cc3ccccn3)o2)cc1	1%	-7	-2%	-5%	1%	1%	-11%	-13%	-0.2
C#CCOc1ccc2ccccc2c1/C=C(/C#N)c1ccc(C(=O)O)cc1	5%	-14	1%	-8%	-32%	12%	?	0%	-0.1
CCCCN(C(=O)C1=COCCO1)c1c(N)n(CCC)c(=O)[nH]c1=O	-12%	-3	-2%	7%	8%	-4%	-5%	15%	-2.6
Cc1ccccc1NC(=S)Nc1ccccc1	2%	-7	7%	-15%	3%	-9%	-6%	-8%	-0.3
CCOc1ccc(CNC(=O)CCn2c(=O)oc3ccccc32)cc1	12%	.	6%	-3%	2%	20%	-9%	-5%	-0.7
Oc1cccc(C(=S)N2CCC(Cc3ccccc3)CC2)c1	8%	0	-1%	5%	-12%	42%	21µM*	10%	0.0
O=C1CCCC2=C1C(c1ccccc1)C1C(=O)c3ccccc3C1=N2 (stereo not drawn)	-34%[inhibitor]	-13	-16%	-12%	-29%	-8%	-13%	-24%	-2.0
CCOC(=O)C1(CCCc2ccccc2)CCN(C(=O)CN2C(=O)CSC2=O)CC1	1%	5	14%	-7%	-4%	26%	-1%	12%	1.7
Cc1nn(CCO)c2c1C(=O)CCC2	12%	8	-2%	-14%	3%	-25%	-2%	-4%	1.7
COc1ccc(Cl)cc1S(=O)(=O)n1ccnc1	2%	-3	-4%	-26%	0%	-8%	-8%	9%	1.2
O=[N+]([O-])c1ccc(CSc2nnc(-c3cccnc3)o2)cc1	-11%	8	0%	3%	4%	-2%	0%	7%	0.1
Cc1ccc2c(cnn2C(=O)CCCC(=O)NCc2ccc(Cl)cc2)c1	-20%	12	17%	-9%	-28%	-9%	1%	1%	0.7
Cc1ccccc1C(=O)NNC(=O)C1CCCN(c2ncccn2)C1 (stereo not drawn)	-9%	.	8%	-9%	14%	5%	-3%	-17%	-2.2
O=c1c(Cl)c(N/N=C/c2ccc(Cl)cc2)cnn1-c1ccccc1	4%	3	14%	?	-3%	23%	-4%	-17%	-0.9

Compound profiles (already shown).
`O=C(O)c1cccc2c1C(=O)N(c1ccccc1)C2` is entered as EPAC1 ag: -1%; PI5P4K alpha inh: 4; aSyn yeast inh: -8%; WRN helicase inh: 10%; EPAC1 antagonist: -14%; FUS yeast rescue: 7%; PLK1 PBD inh: -8%; Abeta yeast res: -35%[inhibitor]; IL-2 act: -0.6
`Cc1ccc2c(cnn2C(=O)CCCC(=O)NCc2ccc(Cl)cc2)c1` is entered as EPAC1 ag: -20%; PI5P4K alpha inh: 12; aSyn yeast inh: 17%; WRN helicase inh: -9%; EPAC1 antagonist: -28%; FUS yeast rescue: -9%; PLK1 PBD inh: 1%; Abeta yeast res: 1%; IL-2 act: 0.7
`O=c1c(Cl)c(N/N=C/c2ccc(Cl)cc2)cnn1-c1ccccc1` is entered as EPAC1 ag: 4%; PI5P4K alpha inh: 3; aSyn yeast inh: 14%; WRN helicase inh: ?; EPAC1 antagonist: -3%; FUS yeast rescue: 23%; PLK1 PBD inh: -4%; Abeta yeast res: -17%; IL-2 act: -0.9

(further entries)
SMILES	EPAC1 ag	PI5P4K alpha inh	aSyn yeast inh	WRN helicase inh	EPAC1 antagonist	FUS yeast rescue	PLK1 PBD inh	Abeta yeast res	IL-2 act
O=[N+]([O-])c1cc2c(c(CSc3ncccn3)c1)OCOC2	1%	-1	2%	14%	-4%	5%	-7%	0%	0.4
CC(=O)Nc1sc(C)c(C)c1C(=O)OCC(=O)Nc1ccc(S(N)(=O)=O)cc1	12%	-15	-5%	-29%	4%	.	-13%	1%	-2.5
CC1CC(C)CN(CCCNC(=O)CN2C(=O)CSc3ccc(S(=O)(=O)N4CCCCC4)cc32)C1 (stereo not drawn)	-1%	1	-3%	7%	-19%	24%	-5%	5%	-0.8
O=C(c1ccc(CN2CCc3ccccc3C2)cc1)N1CCc2ccccc2C1	10%	-4	-1%	-24%	-12%	-2%	-7%	2%	0.0
COCCNC(=O)/C(C#N)=C/c1ccc2c(c1)OCO2	-4%	3	12%	-8%	16%	21%	-4%	4%	1.2
Cc1cccc(OCCC(=O)NCC(=O)Nc2cccc(C)c2C)c1	-10%	-6	5%	-5%	-7%	5%	1%	0%	-1.3
COc1ccc(-c2cnc3nc(/N=C/N(C)C)nn3c2/N=C/N(C)C)cc1	7%	-10	1%	13%[57.1 µM]	-4%	-12%	24µM*	-14%	-0.7
C/C(=N\NC(=O)CNc1ccccc1Cl)C(C)(C)C	1%	-3	2%	-6%	11%	-7%	2%	2%	-1.9
O=C(Cn1ccc2cc(S(=O)(=O)N3CCCC3)ccc21)NCc1ccccc1	1%	1	2%	-1%	-3%	-1%	-15%	-14%	-1.9
CCN1CCN(C(c2ccccc2)c2sc3nc(C)nn3c2O)CC1 (stereo not drawn)	-1%	3	3%	9%	7%	-20%	3%	-6%	-1.9
CCOc1ccc(NC(=O)c2cc(F)c(F)cc2Cl)cc1OCC	-8%	-4	1%	2%	4%	-8%	-2%	15%	0.8
Cc1ccc2cc(CCNC(=O)c3ccc(S(=O)(=O)N4CCOCC4)cc3)c(=O)[nH]c2c1	1%	?	-1%	-34%	0%	.	1%	7%	-3.5

Later entries:
Values run as follows: EPAC1 ag	PI5P4K alpha inh	aSyn yeast inh	WRN helicase inh	EPAC1 antagonist	FUS yeast rescue	PLK1 PBD inh	Abeta yeast res	IL-2 act
COc1ccc(S(=O)(=O)N2CCCCCC2)cc1Br
→ 1%	0	15%	3%	-17%	-3%	-2%	0%	0.7
Cc1ccn2c(NC3CCCC3)c(-c3ccsc3)nc2c1
→ 7%	6	1%	-7%	-19%	-2%	5%	1%	3.1
Cc1nn(C)c(C(=O)Nc2ccc(S(=O)(=O)NC34CC5CC(CC(C5)C3)C4)cc2)c1Br
→ 8%	-2	22µM*	-10%[57.1 µM]	0%	14%	-2%	?	-3.3
Cn1c2ccccc2c(=O)c2c(=O)n(Cc3ccco3)c(-c3ccc(F)cc3)nc21
→ -5%	-17	7%	-16%	-6%	37%	-14%	-20%	2.9
COc1ccccc1NS(=O)(=O)c1cccc(C(=O)N(C)Cc2cccs2)c1
→ -13%	2	-2%	-4%	-8%	32%	2%	-7%	-0.8
Cc1noc(C)c1NC(=O)N(C)C[C@H]1Oc2c(cccc2N(C)C)C(=O)N([C@H](C)CO)C[C@@H]1C
→ -18%	4	1%	5%	12%	-14%	-19%	0%	0.3
O=C(Cn1cc(COc2c(Br)cc(F)cc2Br)nn1)c1ccc(O)cc1
→ -8%	-12	11%	-3%	-24%	-5%	-15%	3%	-0.3
